TPT1 inh: C. albicans TPT1 enzyme inhibition. actives 0.81% (n = 300,000). inhibition, % at 5 µM. recombinant caTPT1, FP RNA substrate dephosphorylation;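 active = inhibition above the mean of all tested compounds plus 3 SD, set per screening campaign, cut at about 24% in these data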;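 note: plate controls were DMSO alone for no effect and ferristatin control at 100 nM for full effect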
GASC-1 inh: inhibitors of human GASC-1 (JMJD2C) demethylase | GST-JMJD2C(1-420) H3K9me3 demethylation, DELFIA europium | inhibition, % at 2.35 µM | actives 0.069% (n = 330,000) | AID 2099;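 active = more than half of a compound's replicate wells show inhibition beyond 50%, single wells judged on their own value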;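 note: signal counts dimethyl H3K9 product captured on neutravidin plate; 0% = median of DMSO wells and 100% = 0.3 times that DMSO median; strong numbers were not always called active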
PP1 inh: PP1-alpha (human) inhibition in PP5 counter-screen. P62136. purified PP1alpha, OMFP fluorescence. inhibition, % at 6.7 µM. actives 0.9% (n = 320,000). AID 2235;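 active = inhibition above the mean inhibition of all tested compounds plus 3 SD, computed separately for each screening campaign, cut at about 15% in these data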
LYPLA2 counter: blocks human lysophospholipase 2, a PME1 counter-screen; O95372; recombinant LYPLA2, FP-Rh probe fluorescence polarization; inhibition, % at 5.9 µM; actives 0.38% (n = 320,000); AID 2177;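 active = inhibition above the screen-wide mean plus 3 SD, limit set per campaign, cut at about 26% in these data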;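 note: 0% = LYPLA2 with DMSO and 100% = wells lacking LYPLA2 enzyme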
Target sequence (O95372 whole entry, looked up): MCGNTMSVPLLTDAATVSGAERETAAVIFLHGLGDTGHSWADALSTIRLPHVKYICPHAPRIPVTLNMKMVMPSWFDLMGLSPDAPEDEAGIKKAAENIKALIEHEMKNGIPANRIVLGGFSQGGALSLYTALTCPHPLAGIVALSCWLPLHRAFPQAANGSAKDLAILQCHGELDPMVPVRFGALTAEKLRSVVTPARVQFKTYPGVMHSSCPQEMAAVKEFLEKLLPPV
PP5 inh: inhibitors of human protein phosphatase 5 (PP5) | P53041 | purified PP5c, OMFP substrate fluorescence | inhibition, % at 6.7 µM | actives 0.18% (n = 320,000) | AID 1987;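 active = inhibition above the campaign's mean inhibition across all tested compounds plus 3 SD, cut at about 9.5% in these data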;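 note: 0% = DMSO only and 100% = 100 µM cantharidin control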
core dimer inh: HCV core protein dimerization inhibition; actives 0.33% (n = 300,000); inhibition, % at 5 µM; TR-FRET GST/Flag-core106 dimerization, 1536-well;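 active = inhibition above the mean of all tested compounds plus 3 SD, set per screening campaign, cut at about 45% in these data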
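Assay system: GST-tagged and Flag-tagged HCV core protein residues 1-106 / Times: compound-protein-antibody incubation 4 h at 22.5 °C / Signal: time-resolved FRET, ex 340 nm, em 617 and 671 nm / Evaluation: % inhibition based on acceptor/donor emission ratio / Benchmarks: wells lacking GST-core106 and wells with excess unlabelled core106 / Repeats: singlicate, one well per compound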
PREPL inh: inhibitors of human prolyl oligopeptidase-like enzyme PREPL | inhibition, % at 5.96 µM | actives 0.68% (n = 320,000) | recombinant PREPL, fluorescence polarization activity-based probe; in the data active = inhibition above about 43%;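 note: 0% = enzyme with DMSO and 100% = wells lacking enzyme; many of its hits are not listed in these tables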
Target sequence (Q4J6C6 whole entry, looked up): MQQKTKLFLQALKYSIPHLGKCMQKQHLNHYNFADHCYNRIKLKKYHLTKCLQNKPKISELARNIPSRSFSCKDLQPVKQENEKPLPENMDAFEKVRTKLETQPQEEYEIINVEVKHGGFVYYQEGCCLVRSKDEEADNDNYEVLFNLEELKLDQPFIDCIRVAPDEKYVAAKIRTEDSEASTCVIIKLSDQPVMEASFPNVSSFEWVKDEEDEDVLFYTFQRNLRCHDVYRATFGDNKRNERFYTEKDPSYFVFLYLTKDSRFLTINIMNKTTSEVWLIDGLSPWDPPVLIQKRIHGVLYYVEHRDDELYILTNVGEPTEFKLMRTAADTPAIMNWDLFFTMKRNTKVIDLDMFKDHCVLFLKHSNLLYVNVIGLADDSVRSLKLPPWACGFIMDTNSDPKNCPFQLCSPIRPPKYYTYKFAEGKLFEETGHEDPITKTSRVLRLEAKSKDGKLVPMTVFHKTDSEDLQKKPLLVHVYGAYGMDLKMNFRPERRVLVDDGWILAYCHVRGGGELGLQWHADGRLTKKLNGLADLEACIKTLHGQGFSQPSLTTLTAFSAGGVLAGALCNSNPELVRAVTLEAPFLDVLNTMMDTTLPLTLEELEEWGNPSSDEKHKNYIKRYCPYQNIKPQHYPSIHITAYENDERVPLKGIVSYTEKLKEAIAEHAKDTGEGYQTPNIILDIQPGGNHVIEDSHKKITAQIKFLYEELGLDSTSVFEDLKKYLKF
Efflux pump inh: inhibitors of Candida antifungal efflux pumps expressed in yeast | S. cerevisiae Candida pump triplex, Nile Red efflux | inhibition, % at 10 µM | actives 0.44% (n = 330,000);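 active = plate passing quality check with inhibition over a set limit, or well fluorescence over plate mean plus 4 SD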;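 note: Nile Red retained in pooled yeast measured as flow cytometry median fluorescence; 0% = buffer negative control and 100% = Enniatin B positive control; higher means more Nile Red kept so more efflux inhibition; some compounds called inactive have numbers as strong as hits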
Fh CTSL1 inh: blocks F. hepatica cathepsin L1 in PFM18AAP counter-screen; inhibition, % at 5.96 µM; recombinant F. hepatica cathepsin L1, Z-Leu-Arg-MCA fluorescence; actives 0.49% (n = 300,000);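 active = inhibition above the mean of all tested compounds plus 3 SD, set per screening campaign, cut at about 17% in these data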;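 note: 0% = plate median of test compound wells and 100% = 1 µM Z-Phe-Ala-diazomethylketone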
* marks the source's active call; other numbers are inactive results; x = no result given. Some of the compounds tested, so the mix of outcomes need not match the whole.

Under each structure: TPT1 inh	GASC-1 inh	PP1 inh	LYPLA2 counter	PP5 inh	core dimer inh	PREPL inh	Efflux pump inh	Fh CTSL1 inh
> COC(=O)c1ccccc1NC(=O)c1ccc(NC(=O)C2CCCO2)cc1 (configuration not stated)
    0	-3	1	4	-4.3	-10	7	0.1	-2
> C=CCn1c(SCC(=O)Nc2cc(C)on2)nnc1C1COc2ccccc2O1 (configuration not stated)
    0	-2	2	0	-0.6	4	10	0.2	-2
> CC(CCc1ccc(O)cc1)NCc1ccc(Cl)cc1Cl (configuration not stated)
    1	-1	1	0	3.3	1	6	0.1	-1
> COc1cccc(CNC(=O)c2cc(=O)[nH]c3ccc(S(=O)(=O)N4CCOCC4)cc23)c1
    x	2	-1	2	-0.4	x	3	0.0	x
> CSc1ccc(CNCC2CCCO2)cc1 (configuration not stated)
    3	-1	-1	7	4.1	-3	-2	0.0	-2
> COc1ccc(/C=N/NC(=O)Cn2c(Cc3ccc(OC)c(OC)c3)nc3ccccc32)cc1OC
    1	-12	-3	-5	0.6	-6	6	0.3	1
> COc1ccc(-c2nc(CS(=O)(=O)CC(=O)NCCCc3ccccc3)c(C)o2)cc1
    -2	12	-1	11	-0.4	-4	5	-0.2	0
> COc1cc([N+](=O)[O-])ccc1NC(=O)CCCOc1ccc(C)cc1
    -2	-8	-2	3	3.0	-3	12	-0.1	-4
> Cc1cccc2cc(CN(CC3CCCO3)C(=O)c3cccs3)c(=O)[nH]c12 (configuration not stated)
    -2	5	0	5	1.3	10	-6	-0.1	-3
> Cc1ccc(CN2CCN(/N=C/c3ccc(C)s3)CC2)c(C)c1
    0	4	-2	12	3.6	-2	7	0.1	0
> O=C1CN(C(=O)c2cccs2)c2ccccc2N1
    1	4	2	-3	0.6	8	-9	-0.2	-1
> CC(=O)CSc1nnc(-c2ccc(S(=O)(=O)N3CCOCC3)cc2)n1C
    -6	-3	-3	1	-0.6	-10	1	-0.1	-3
> COc1ccc(CC(=O)OCc2cc3cccc(C)c3[nH]c2=O)cc1
    -5	-23	-2	10	-2.5	-3	-1	-0.3	4
> COc1ccc(-c2nc(CN3CCCCC3c3nccn3C)c(C)o2)c(C)c1C (configuration not stated)
    -4	5	-10	5	-0.8	-5	23	0.1	0
> O=S(=O)(c1ccccc1Cl)N1CCCC1c1nc(-c2ccccc2Cl)no1 (configuration not stated)
    -5	-6	5	-8	3.3	7	-6	0.1	-1

Next part
Under each structure: TPT1 inh	GASC-1 inh	PP1 inh	LYPLA2 counter	PP5 inh	core dimer inh	PREPL inh	Efflux pump inh	Fh CTSL1 inh
> CCCOc1ccc(/C(O)=C2/C(=O)C(=O)N(c3cc(C)on3)C2c2ccc(C(=O)OC)cc2)cc1 (configuration not stated)
    -1	10	6	9	-0.1	18	-1	-0.1	-2
> O=C(COC(=O)c1ccc(Br)o1)NCc1ccco1
    -4	0	-1	1	2.7	37	2	-0.1	-9
> Cc1nn(-c2ccccc2)c(C)c1/C=N/NC(=O)c1cc(-c2cccc3ccccc23)n[nH]1
    0	1	10	-55	5.0	17	9	0.2	3
> Cn1nnnc1SCC(=O)NCc1ccccc1
    0	2	-7	3	1.2	-8	2	0.0	-3
> O=C(COc1ccccc1)Nc1c2c(nn1-c1ccc(F)cc1)CS(=O)(=O)C2
    -2	9	-1	5	-0.7	-1	-3	0.1	0
> COc1ccc(NS(=O)(=O)c2cc(NC(=O)/C=C/c3ccccc3OC)ccc2N2CCCCC2)cc1
    -4	-2	0	-13	-0.2	30	0	0.1	-5
> COc1cc([N+](=O)[O-])cc2cc(C(=O)N3CCCC3)c(=O)oc12
    -1	2	-4	3	3.0	2	-7	0.0	-3
> CCOc1nc2cnccc2n(CC(=O)Nc2ccc(C)c(C)c2)c1=O
    0	-3	-1	0	2.5	5	-10	-0.1	-3
> O=C(CSc1nc2ccccc2c(=O)[nH]1)N1CCN(c2ccccc2)CC1
    -3	-4	0	1	1.2	-3	9	0.0	3
> COCCCN1C(=O)c2ccc(C(=O)OCC(=O)NCc3cccc(OC)c3)cc2C1=O
    x	-1	-3	0	3.7	x	7	0.0	x
> COc1cc(Cl)c([C@@H]2C[C@H]3CN(c4ccccc4)C(=O)[C@]34CCCN24)cc1OC
    -3	-11	-6	-5	-0.4	3	-3	-0.1	-3
> COc1cccc(NC(=S)NC(=O)c2cncc(Br)c2)c1
    0	0	-2	5	0.2	-1	-1	0.0	0
> CCCCN(C(=N)N1CCCCC1)c1nc(C)c([N+](=O)[O-])c(=O)[nH]1
    14	-7	-1	1	-0.7	-1	-4	0.0	0
> COC(=O)c1cn(C(=O)c2cc(Cl)ccc2Cl)c2ccccc12
    0	31	1	2	-1.6	-2	-6	0.0	0
> CC1CN(S(=O)(=O)c2cn(C)c(=O)n(C)c2=O)CC(C)O1 (configuration not stated)
    1	-14	4	-2	2.0	-8	2	0.3	-4

Whole records, looked up by structure. Order of screens: TPT1 inh	GASC-1 inh	PP1 inh	LYPLA2 counter	PP5 inh	core dimer inh	PREPL inh	Efflux pump inh	Fh CTSL1 inh
Listed for COC(=O)c1ccccc1NC(=O)c1ccc(NC(=O)C2CCCO2)cc1 (configuration not stated) = 0	-3	1	4	-4.3	-10	7	0.1	-2
Listed for CC1CN(S(=O)(=O)c2cn(C)c(=O)n(C)c2=O)CC(C)O1 (configuration not stated) = 1	-14	4	-2	2.0	-8	2	0.3	-4

Other results follow.
Under each structure: TPT1 inh	GASC-1 inh	PP1 inh	LYPLA2 counter	PP5 inh	core dimer inh	PREPL inh	Efflux pump inh	Fh CTSL1 inh
> O=C(c1cc2ccccc2o1)N1CCN=C1SCc1cccc(F)c1
    -3	129	-1	-3	-0.9	2	-14	0.1	-1
> Cc1nc2c(=O)[nH]c3ccccc3c2o1
    -1	24	2	-10	2.3	-5	-5	-0.1	-6
> COc1ccc(N2C(=O)C(CC(=O)Nc3ccccc3)N(Cc3ccc(OC)c(OC)c3)C2=O)cc1 (configuration not stated)
    3	-12	-3	6	-0.1	10	3	-0.1	5
> O=C(CSc1nnc(NC(=O)c2ccccc2F)s1)NCC1CCCO1 (configuration not stated)
    4	-1	-1	-3	-1.1	-3	-3	-0.1	-1
> CCn1nnnc1SCC(=O)Nc1ccc(OCc2ccccc2)cc1
    -1	x	0	7	-2.1	5	24	-0.1	-1
> O=C(Nc1ccncc1)C1c2ccccc2Oc2ccccc21
    3	-6	1	-3	3.7	-1	-1	0.3	-2
> Brc1ccc(-c2nnc(-c3ccccc3)o2)o1
    -4	18	-2	14	3.1	-6	-2	-0.1	-1
> Cc1ccc(-n2c(SCC(=O)c3c(N)n(C)c(=O)n(C)c3=O)nc3sc4c(c3c2=O)CCCC4)c(C)c1
    1	-1	3	-38	4.0	22	5	0.1	-1
> C#CC[N+]1(CC#Cc2ccc(C)cc2)CCCCC1
    0	8	1	-1	2.6	2	20	0.0	-1
> CC1CN(C(=O)Nc2cccc(C(F)(F)F)c2)CC(C)O1 (configuration not stated)
    0	-16	-3	-3	2.2	2	-10	-0.1	1
> Cc1ccc(C)c(N=Cc2c(O)c3ccccc3oc2=O)c1
    3	-3	5	0	2.7	-6	10	0.0	0
> Cc1cccc(-n2c(SCC(=O)c3c(N)n(C4CC4)c(=O)[nH]c3=O)nnc2N2CCOCC2)c1
    x	-3	5	-1	0.4	x	5	0.2	x
> COc1cccc(C(=O)N/N=C(\C)c2cccc(NC(=O)c3ccc(F)cc3)c2)c1OC
    -4	0	-3	1	1.8	0	20	0.0	0
> CC(=O)C1C(c2ccc(C)cc2)c2c(noc2C)CC1(C)O (configuration not stated)
    4	-23	-3	3	-0.3	-1	2	0.2	0
> O=C(Oc1ccc([N+](=O)[O-])cc1)c1cc(-c2ccccc2)nc2ccccc12
    -6	0	-1	1	1.8	-3	10	0.0	4

(next part)
Under each structure: TPT1 inh	GASC-1 inh	PP1 inh	LYPLA2 counter	PP5 inh	core dimer inh	PREPL inh	Efflux pump inh	Fh CTSL1 inh
> Cc1ccc(-n2ncc(C(=O)Nc3ccc(Cl)cc3)c2C2CCNCC2)cc1C
    0	-3	0	-6	4.1	-17	31	0.0	-3
> Cc1ccc(OCCNC(=O)/C=C/c2ccco2)cc1C
    4	3	-1	-7	-0.9	32	-14	-0.4	7
> Cc1cccc(Nc2nnc(SCC(=O)Nc3ccc(C(=O)O)cc3)s2)c1
    1	-4	-3	-1	0.9	5	11	0.0	2
> Cc1ccc(NC(=O)CSc2nn(-c3ccccc3)c(=S)s2)cc1S(=O)(=O)N(C)C
    2	-12	5	-45	1.7	10	1	0.2	2
> Cc1ccc(C(CC(=O)O)Nc2nc(N3CCOCC3)nc(N3CCOCC3)n2)cc1 (configuration not stated)
    1	1	-1	3	-1.4	10	-3	-1.5	-2
> O=C(COc1ccccc1Cl)Nc1ccc(S(=O)(=O)N2CCOCC2)cc1
    2	1	4	2	6.2	4	5	0.0	1
> O=C(c1cccnc1)N1CCN(c2ccc([N+](=O)[O-])cc2Cl)CC1
    -1	-6	4	5	1.4	-8	7	-0.2	2
> CN(C)S(=O)(=O)Oc1ccc(Cl)cc1C(=O)Nc1ccc(F)cc1F
    0	0	-3	-1	1.4	4	-3	0.1	1
> CN(C)c1nc(Oc2ccc(N)cc2)nc(N(C)C)n1
    -1	0	1	4	1.6	0	8	0.2	-4
> CCSc1nc(-c2ccccc2)cc(=O)[nH]1
    x	5	-1	0	0.9	x	20	0.0	x
> COC(=O)c1cc(OC)c(OC)cc1NC(=O)CC1CCCCC1
    0	-5	3	-3	3.6	2	17	0.0	8
> COc1cc(NC(=O)c2ccco2)c(OC)cc1NC(=O)Nc1ccccc1Cl
    -2	3	4	3	1.9	-3	6	0.1	2
> CC(C)CC(=O)NC(=S)N(Cc1ccccc1)Cc1ccccc1
    -2	2	1	-2	2.6	0	-4	-0.3	0
> O=C(CNC(=O)c1cccs1)NCCc1ccco1
    x	-2	-2	6	1.9	x	13	-0.1	x
> COc1ccccc1OCCCOc1ccc([N+](=O)[O-])cc1Cl
    -1	-20	2	10	3.4	-2	1	-0.1	1
> Cc1cc(=O)[nH]c(SCC(=O)Nc2nc3ccccc3s2)n1
    -3	0	-3	7	-0.1	-2	10	0.0	-1

Screening data from PubChem BioAssay.
